PfHsp90 set2: inhibits growth of yeast expressing Plasmodium falciparum Hsp90; S. cerevisiae expressing PfHsp90, BacTiter-Glo ATP, 48 h; yeast lacking PDR1 and PDR3 efflux regulators; inhibition, % at 9.4 µM; 310,000 compounds, 0.32% hits; AID 504621;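 active = every replicate shows inhibition above about 80%, whatever the replicate mean, limit read from the data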;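 note: 0% = DMSO neutral controls and 100% = 20 µM radicicol positive controls; yeast relying on Plasmodium falciparum Hsp90 in place of its own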
SUMO Mot1 rescue: blocks SUMOylation pathway, rescuing yeast Mot1-301 growth. growth rescue, % at 18.8 µM. AID 2716. 320,000 compounds, 1% hits. S. cerevisiae Mot1-301 growth rescue, ATP luminescence, 38.5C; percent above DMSO median, 100 means doubled;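 active = every valid replicate shows activation above 250% relative to neutral control wells; inactive = the rest, any valid replicate at or below 250%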;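 note: OY570 slx delta 5 strain wells were the positive control but not used for scaling; some compounds called inactive have numbers as strong as hits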
PKA-R1A act: activators of PKA-R1A complex. PKA-R1A dissociation, Cy5-IP20 fluorescence polarization; scaled: DMSO 0%, 113 µM cGMP 100%. 340,000 compounds, 0.083% hits. activation, % at 11.4 µM. AID 504707;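 active = percent activation above the mean of all tested compounds plus 3 SD, cut at about 19% in these data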;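 note: higher means more PKAc released from R1A so a rise in polarization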
HTR5A inv ctr: HTR5A inverse agonism, opioid heterodimer counter-screen | AID 504634 | P47898 | HTR5A cell line, luminescence | inhibition, % at 9.3 µM | 340,000 compounds, 0.083% hits; in the data active = inhibition mostly above about 23%, no sharp cut-off; inactive = mostly below about 18%;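 note: 0% = cells with DMSO and 100% = no-cell wells with DMSO; some compounds called inactive have numbers as strong as hits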
MOR-DOR inv ag: inverse agonists of human mu-delta opioid receptor heterodimerization; cell-based MOR-DOR heterodimer luminescence, inverse agonism; inhibition, % at 9.3 µM; 340,000 compounds, 0.21% hits; AID 504357; in the data active = inhibition above about 22%, passing the limit was not always enough;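 note: 0% = cells with DMSO and 100% = wells without cells with DMSO; values of inactives mirror those of a sister screen read the other way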
MOR-DOR ag: OPRM1-OPRD1 heterodimerization agonism. P35372+P41143. cells, luminescence. activation, % at 9.3 µM. 340,000 compounds, 0.3% hits. AID 504326; in the data active = activation above about 18%;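 note: 0% = vehicle-treated cells and 100% = reference agonist; values of inactives mirror those of a sister screen read the other way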
AddAB inh: less growth of phage-infected E. coli with AddAB; E. coli expressing H. pylori AddAB, absorbance growth; inhibition, % at 11.9 µM; 330,000 compounds, 0.29% hits; in the data active = inhibition above about 12%;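 note: 0% = vehicle wells of infected cells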
Pemphigus Ab inh: human desmoglein-3 autoantibody binding inhibition; DSG3-coupled beads, scFv-anti-DSG3-GFP binding, flow cytometry; stronger effect = lower value; 310,000 compounds, 0.48% hits; binding (percent of control), % at 10 µM;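 active = binding more than 3 SD below its plate's average and above zero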;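 note: hits lower antibody fragment binding to DSG3; some compounds called inactive have numbers as strong as hits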
Target sequence (P32926 whole entry, looked up, the tested form may be a part): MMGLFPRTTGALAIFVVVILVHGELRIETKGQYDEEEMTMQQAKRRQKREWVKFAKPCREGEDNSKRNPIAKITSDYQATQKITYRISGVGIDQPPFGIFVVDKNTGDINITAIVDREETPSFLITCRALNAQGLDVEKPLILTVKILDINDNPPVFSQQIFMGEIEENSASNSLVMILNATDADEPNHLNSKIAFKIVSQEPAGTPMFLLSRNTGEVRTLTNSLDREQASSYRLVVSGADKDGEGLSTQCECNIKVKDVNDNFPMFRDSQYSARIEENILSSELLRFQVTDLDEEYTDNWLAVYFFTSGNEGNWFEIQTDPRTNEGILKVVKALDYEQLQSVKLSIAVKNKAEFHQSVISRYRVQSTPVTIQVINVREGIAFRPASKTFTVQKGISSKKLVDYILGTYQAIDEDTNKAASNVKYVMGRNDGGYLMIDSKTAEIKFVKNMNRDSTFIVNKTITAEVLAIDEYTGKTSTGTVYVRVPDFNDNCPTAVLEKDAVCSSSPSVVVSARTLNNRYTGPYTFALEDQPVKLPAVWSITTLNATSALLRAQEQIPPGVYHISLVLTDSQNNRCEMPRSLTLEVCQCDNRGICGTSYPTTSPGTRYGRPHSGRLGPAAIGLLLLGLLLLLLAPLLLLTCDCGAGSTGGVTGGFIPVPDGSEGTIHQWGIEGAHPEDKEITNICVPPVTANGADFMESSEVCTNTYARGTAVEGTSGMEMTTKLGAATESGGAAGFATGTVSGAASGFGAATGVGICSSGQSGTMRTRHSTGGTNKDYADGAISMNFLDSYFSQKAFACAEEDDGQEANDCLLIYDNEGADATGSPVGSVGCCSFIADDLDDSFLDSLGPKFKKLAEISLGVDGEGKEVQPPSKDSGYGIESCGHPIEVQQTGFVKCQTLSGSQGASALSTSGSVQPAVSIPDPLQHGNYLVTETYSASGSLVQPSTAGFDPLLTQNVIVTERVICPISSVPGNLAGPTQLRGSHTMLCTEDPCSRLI
Ecoli viability: bacterial growth inhibition, counter-screen for AddAB inhibitors; E. coli V3065 growth, OD600 absorbance, 18 h; 330,000 compounds, 0.27% hits; inhibition, % at 11.9 µM;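 active = inhibition above the campaign's mean inhibition across all tested compounds plus 3 SD, cut at about 9.9% in these data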;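 note: uninfected addAB+ strain grown without phage in ampicillin broth; 0% = DMSO wells and 100% = ciprofloxacin 0.95 µg/ml wells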
HTR5A ag: counter-screen for OPRM1-OPRD1 agonists: human HTR5A agonism; 340,000 compounds, 0.61% hits; P47898; activation, % at 9.3 µM; HTR5A agonist assay, luminescence, cell-based; AID 504692; in the data active = activation mostly above about 9.5%, no sharp cut-off; inactive = mostly below about 7.6%;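 note: 0% = cells with vehicle only and 100% = reference agonist; strong numbers were not always called active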
phage Ecoli inh: E. coli growth loss with phage present; 360,000 compounds, 0.26% hits; growth absorbance; inhibition, % at 11.9 µM; AID 651602; in the data active = inhibition above about 11%
Starred values were filed as active, the others as inactive; nt = not tested or not shown. Random draw from the library (roughly 3.2% active in at least one column).

SMILES	PfHsp90 set2	SUMO Mot1 rescue	PKA-R1A act	HTR5A inv ctr	MOR-DOR inv ag	MOR-DOR ag	AddAB inh	Pemphigus Ab inh	Ecoli viability	HTR5A ag	phage Ecoli inh
Cc1ccc(CNC(=O)CNC(=O)[C@@H]2Cc3ccccc3CN2)cc1	-2	203	-6	-8	6	-1.2	4.2	nt	-0.4	-4	1.8
Cc1cc(C(=O)O)ccc1NCc1cccnc1	-3	235	6	19	11	-1.9	5.8	110	-1.7	0	3.6
O=C(CN1CCC(O)(c2ccccc2F)CC1)NCCc1c[nH]c2ccccc12	nt	-1	1	6	-10	1.6	2.8	97	-4.7	-3	-0.4
CC(C)(C)OC(=O)NCCCCCNC(=O)c1[nH]cnc1C(=O)Nc1cccc(Cl)c1	-4	-7	-1	15	13	-2.3	-0.5	103	-3.4	-6	1.9
O=C1NC(c2ccc(Cl)cc2)=COc2ccccc21	nt	13	0	-5	5	-1.0	-2.9	110	-1.6	2	0.0
CCC(C)(C(=O)NC1CCCC1)N(C(=O)CNC(=O)c1ccccc1)c1c(C)n(C)n(-c2ccccc2)c1=O (centres undefined)	-29	-24	-10	12	8	-1.7	4.8	104	0.2	-5	3.4
CC(=O)N1CCN(c2ccc(NC(=O)c3ccc4c(c3)OCCO4)cc2)CC1	-4	44	-13	6	18	-3.1	-1.8	83	-0.5	0	2.8
Cc1cc(C)cc(NC(=O)N(C)Cc2ccccc2)c1	-6	-2	nt	nt	nt	nt	-2.4	97	-1.7	nt	1.0
O=C1c2ccccc2C(=O)N1CCc1nc(-c2ccncc2)no1	21	34	-11	-9	3	-0.6	2.4	89	0.8	1	2.4
CCc1noc(C)c1C(=O)Nc1ccc(F)c(F)c1	nt	2	0	-5	-1	0.2	5.7	102	0.4	2	3.3
N#Cc1ccc2c(c1)nnn2-c1ccccc1	nt	-6	nt	nt	nt	nt	2.1	111	-0.7	nt	1.8
O=C1CCCc2ccccc2N1Cc1ccccc1Cl	2	-37	-16	3	10	-2.3	4.2	114	-1.7	0	-1.6

Complete entries as entered above:
N#Cc1ccc2c(c1)nnn2-c1ccccc1 is entered as PfHsp90 set2: nt; SUMO Mot1 rescue: -6; PKA-R1A act: nt; HTR5A inv ctr: nt; MOR-DOR inv ag: nt; MOR-DOR ag: nt; AddAB inh: 2.1; Pemphigus Ab inh: 111; Ecoli viability: -0.7; HTR5A ag: nt; phage Ecoli inh: 1.8
O=C1NC(c2ccc(Cl)cc2)=COc2ccccc21 is entered as PfHsp90 set2: nt; SUMO Mot1 rescue: 13; PKA-R1A act: 0; HTR5A inv ctr: -5; MOR-DOR inv ag: 5; MOR-DOR ag: -1.0; AddAB inh: -2.9; Pemphigus Ab inh: 110; Ecoli viability: -1.6; HTR5A ag: 2; phage Ecoli inh: 0.0

Remaining list, next part:
SMILES	PfHsp90 set2	SUMO Mot1 rescue	PKA-R1A act	HTR5A inv ctr	MOR-DOR inv ag	MOR-DOR ag	AddAB inh	Pemphigus Ab inh	Ecoli viability	HTR5A ag	phage Ecoli inh
COc1ccc2c(c1OC)C(=O)OC2Nc1ncc(Br)cc1Br (centres undefined)	20	5	-7	-2	17	-3.5	1.5	94	1.0	-1	4.7
COc1cc(CNc2nc3ccccc3s2)cc(OC)c1OC	2	-12	-20	14	4	-0.8	-0.2	107	0.9	0	-1.3
O=C(O)c1ccc(NCc2nc3ccccc3n2Cc2ccccc2F)cc1	-6	-3	-6	-1	12	-2.3	-0.1	100	1.6	0	-2.2
COCC1CCN(C(=O)c2oc3c(F)cccc3c2C)C1 (centres undefined)	3	-27	-3	0	18	-3.6	4.7	121	2.9	0	-0.9
COc1cccc(NS(=O)(=O)Cc2ccccc2)c1	-34	1	-5	-12	0	0.0	0.2	103	1.8	4	3.2
Cc1ccc(NS(=O)(=O)c2ccc(C(=O)N3CCOCC3)cc2)cc1	nt	nt	-13	14	3	-0.7	-3.0	106	3.1	-6	0.8
COc1ccccc1NC(=O)CSc1nnc(CC(=O)Nc2cccc(C(F)(F)F)c2)n1C	nt	21	-3	10	2	-0.5	-0.4	108	-0.7	4	0.7
CCN(C(=O)COc1nc(C)cc(C)c1C#N)c1ccccc1	6	9	6	-19	7	-1.5	1.5	101	2.2	3	3.2
C[C@H](NC(=O)c1[nH]cnc1C(=O)Nc1ccc(CNC(=O)OC(C)(C)C)cc1)C(=O)OCc1ccccc1	0	2	-10	-31	-41	7.1	2.3	109	-2.9	12	1.2
CC1CN(C(=O)c2cc(S(=O)(=O)N3CCCC3)ccc2Cl)CC(C)O1 (centres undefined)	8	nt	-7	18	5	-1.4	nt	112	nt	2	-0.9
CC(NCCS(=O)(=O)c1ccc(Cl)cc1)c1cccc(Cl)c1 (centres undefined)	-1	-1	-11	-5	-16	3.0	1.4	99	-3.0	2	2.9
O=C(Nc1ccc(N2CCOCC2)cc1N1CCOCC1)c1ccc(F)cc1	0	9	-19	2	18	-4.5	1.0	102	2.3	-2	2.2
C/C(=N\NC(=O)COc1cccc2ccccc12)c1cccs1	-15	-17	4	-36	-11	2.1	3.5	120	0.0	15	0.3
CC(=O)c1cccc(NC(=O)C2CC(=O)N(CCc3ccccc3)C2)c1 (centres undefined)	-1	nt	5	-1	17	-3.7	0.5	100	0.2	0	4.0
O=C(N[C@H]1C/C=C\C(c2ccc(F)cc2)N(Cc2ccccc2)C(=O)C1)OCC1c2ccccc2-c2ccccc21 (some centres undefined)	-6	nt	-1	-3	16	-3.3	1.7	101	2.1	1	2.8
Cc1cccnc1NC(=O)c1ccc2c(c1)OCCO2	12	8	0	-9	7	-1.1	3.6	101	1.7	0	4.6
C1CCN(Cc2nnnn2C2CCCC2)CC1	-16	-27	6	3	18	-4.0	1.4	nt	0.1	-1	2.7
CCOCCSc1nc2c(c(-c3cccs3)c1C#N)CC/C2=C/c1cccs1	19	1	1	-14	0	-0.1	2.0	117	-3.5	-1	0.1
COc1ccccc1N=C1SC(C(=O)Nc2ccc(F)cc2)CC(=O)N1C (centres undefined)	6	-3	-1	-14	21	-4.9	3.2	89	1.4	1	2.6
O=c1c(C(c2ccc(Cl)cc2)c2c(O)nc3n(c2=O)CCCS3)c(O)nc2n1CCCS2	10	-11	3	0	19	-3.6	3.2	121	1.5	-4	0.8
CC1CCN(C(=O)Nc2cccc(NC(=O)N3CCC(C)CC3)c2)CC1	-23	2	4	7	15	-3.7	1.4	97	1.4	2	4.0
CN1CCN(C(=O)C2CCN(c3ncc(C(F)(F)F)cc3Cl)CC2)CC1	12	-6	4	-9	7	-1.2	0.8	94	-1.1	4	3.1
Cc1ccc2c(c1)c1c(n2CC(O)Cn2nc(C)c(Br)c2C)CCCC1 (centres undefined)	-63	469	-8	-29	-3	0.5	4.4	101	-1.8	4	3.9
O=[N+]([O-])c1ccccc1Oc1ncccc1[N+](=O)[O-]	nt	nt	-17	5	-7	1.4	-2.1	118	-1.4	-2	2.9
CN(C(=O)COC(=O)/C=C/c1cccs1)C1CCCCC1	-1	11	-6	-28	18	-3.7	1.1	nt	-0.7	7	1.3
CC(C)Cn1c(SCC(=O)N2CCCCC2)nc2ccccc2c1=O	nt	3	3	5	17	-3.0	6.5	nt	0.7	-2	0.2
CCOC(=O)C1=C(C)NC(=S)NC1c1ccc(OC(=O)c2ccco2)cc1 (centres undefined)	5	7	-4	-3	3	-0.5	2.5	115	-1.2	3	-0.9
COC(=O)c1ccc(C(=O)NC2CCCc3c2cnn3-c2cc(F)cc(F)c2)nc1 (centres undefined)	42	-22	-6	14	1	-0.2	3.9	108	-0.5	-5	0.7
NS(=O)(=O)c1ccc(NC(=O)CN2C(=O)c3ccccc3C2=O)cc1	35	-2	-13	-7	14	-2.7	0.5	104	-0.5	2	-1.1
CC1=C(C(=O)N2CCOCC2)C(c2ccc(OC(F)F)cc2)NC(=S)N1c1ccccc1 (centres undefined)	nt	2	-1	10	15	-3.1	0.8	116	1.9	-1	2.7
COC(=O)c1ccc(NC(C)C(=O)OC)c([N+](=O)[O-])c1 (centres undefined)	-9	98	-13	1	7	-1.1	0.3	90	-1.5	-1	1.7
Cn1c(=O)c2cc(NC(=O)c3ccccc3Cl)c(=O)oc2n(C)c1=O	-5	-8	5	-4	3	-0.6	0.1	103	-3.7	4	2.0
CCOC(=O)C1=NOC(CNc2ncc(C(F)(F)F)cc2Cl)C1 (centres undefined)	2	0	-2	-11	15	-2.8	3.6	107	1.0	4	2.2
CCNC(=O)NC(=O)COC(=O)C1CSC2(C)CCC(=O)N12 (centres undefined)	31	8	-5	-4	-17	2.5	2.7	86	1.4	2	2.5
CC(=O)c1cccc(NC(=O)N2CCCC2C(=O)Nc2ccc3c(c2)OCCO3)c1 (centres undefined)	1	-1	-14	-23	-3	0.4	-1.5	110	-2.1	-5	2.1
Cc1cc(C)cc(NS(=O)(=O)c2c(C)[nH]c(=O)[nH]c2=O)c1	-4	-18	-1	8	11	-2.4	nt	116	nt	-2	0.2
CN(C)CCCN(C(=O)c1ccc2ccccc2c1)c1nc2cc3c(cc2s1)OCO3	4	3	3	1	-8	1.6	3.5	nt	1.2	0	1.5
CC(=O)c1c(C)[nH]c(C(=O)OCC(=O)c2c[nH]c3ccccc23)c1C	-3	-23	1	-19	10	-2.3	0.1	119	-0.3	8	0.3
CC(C)COc1ccc(C(=O)OCCN2CCOCC2)cc1	12	nt	3	-9	-5	1.0	nt	99	nt	4	-1.4
O=C(N/N=C\c1ccc(-c2ccccc2[N+](=O)[O-])o1)C1COc2ccccc2O1 (centres undefined)	4	31	-12	23	-10	2.1	-0.5	105	0.2	-1	4.9
Cc1nn(-c2ccccc2)c(C)c1NC(=O)COC(=O)c1cc(Br)ccc1O	16	-16	10	14	16	-3.1	1.4	97	2.2	-6	-0.2
Cn1c(CNc2ccccc2O)nc2ccccc21	-10	25	-9	8	-12	2.1	-2.5	112	-0.6	2	-2.0
CCOC(=O)C1CCN(S(=O)(=O)c2cnc[nH]2)CC1	0	-23	-2	-1	10	-1.7	-0.3	104	1.6	0	2.2
CN(C)CCCn1c(SCCN2C(=O)c3ccccc3C2=O)nc2ccccc2c1=O	nt	nt	0	4	13	-2.7	-2.1	109	-2.3	1	2.9
O=C(COC(=O)[C@@H]1CC(O)CN1S(=O)(=O)c1ccc2c(c1)OCCO2)Nc1cc(F)ccc1F (some centres undefined)	0	-3	-8	-1	7	-1.8	0.8	nt	1.0	5	7.7
COc1ccccc1C(=O)Nc1nnc(C)s1	4	-1	-6	5	8	-1.6	3.5	103	0.5	-2	3.3
CC(C)c1nnc(NC(=O)CS(=O)(=O)Cc2ccccc2)s1	12	-17	10	10	18	-3.6	-1.7	92	0.6	-4	3.9
Cc1cccc(NC(=O)CS(=O)CC(=O)Nc2cnc3ccccc3c2)c1C (centres undefined)	-13	-7	-15	-15	17	-3.2	4.0	103	0.7	6	-0.1
Nc1c(NCCCN2CCOCC2)c2ccccc2oc1=O	nt	4	-2	-4	-2	0.3	1.0	96	2.6	3	nt
CCOC(=O)c1c(-c2ccc(C)cc2)csc1NC(=O)c1cc2ccccc2oc1=O	-7	-11	-6	10	8	-1.5	0.5	91	-0.8	18*	-0.3

Bioassay records from PubChem BioAssay.
